Screens as filed in PubChem.
PPARg SRC-3 ag = promotes SRC-3 coactivator recruitment by human PPARgamma. P37231. biochemical PPARgamma/SRC-3 coactivator recruitment assay. activation, % at 8 µM. hit rate 0.26% among 200,000; in the data active = activation above about 23%;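 note: 0% = DMSO and 100% = reference agonist; some compounds past the cut are filed as inactive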
Target sequence (P37231 whole entry, looked up): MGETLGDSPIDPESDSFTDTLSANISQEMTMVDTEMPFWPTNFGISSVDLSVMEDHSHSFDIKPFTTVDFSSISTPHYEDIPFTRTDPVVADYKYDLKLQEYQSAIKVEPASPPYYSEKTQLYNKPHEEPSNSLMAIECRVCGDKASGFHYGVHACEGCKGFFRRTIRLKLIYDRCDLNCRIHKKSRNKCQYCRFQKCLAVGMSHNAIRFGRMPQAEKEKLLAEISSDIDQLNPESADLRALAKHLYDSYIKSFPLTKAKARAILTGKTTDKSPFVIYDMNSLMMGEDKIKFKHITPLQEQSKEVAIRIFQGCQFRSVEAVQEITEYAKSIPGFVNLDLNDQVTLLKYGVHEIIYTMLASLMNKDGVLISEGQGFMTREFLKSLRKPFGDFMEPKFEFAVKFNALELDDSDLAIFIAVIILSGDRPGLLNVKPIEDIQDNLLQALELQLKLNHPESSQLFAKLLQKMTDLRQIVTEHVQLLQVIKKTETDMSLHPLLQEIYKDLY
SRC2 TRFRET art = TR-FRET artefact, counter-screen to PPARgamma/SRC-2 agonist assay | active compounds read high | TR-FRET ratio at 8 µM | hit rate 0.4% among 200,000; in the data active = TR-FRET ratio above about 2000; note: inactives centre near 1500
bIAP activator = increases bovine intestinal alkaline phosphatase activity; purified bovine IAP, CDP-star luminescence, 30 min; active compounds read high; fold of DMSO-control signal, blank-subtracted; activation factor at 20 µM; hit rate 0.17% among 200,000; AID 1016;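 active = activation factor of 2 or more at 20 µM, a signal rise over negative controls twice the positive control's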
TNAP inh no acc = inhibitors of human TNAP without phosphate acceptor; P05186; purified TNAP, CDP-star luminescence, 30 min; inhibition, % at 20 µM; hit rate 0.26% among 200,000; AID 1012;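 active = tissue-nonspecific alkaline phosphatase inhibition above about 50% at 20 µM in the single-dose screen, limit read from the data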;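 note: 0% = DMSO negative control and 100% = EDTA positive control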
Target sequence (P05186 whole entry, looked up): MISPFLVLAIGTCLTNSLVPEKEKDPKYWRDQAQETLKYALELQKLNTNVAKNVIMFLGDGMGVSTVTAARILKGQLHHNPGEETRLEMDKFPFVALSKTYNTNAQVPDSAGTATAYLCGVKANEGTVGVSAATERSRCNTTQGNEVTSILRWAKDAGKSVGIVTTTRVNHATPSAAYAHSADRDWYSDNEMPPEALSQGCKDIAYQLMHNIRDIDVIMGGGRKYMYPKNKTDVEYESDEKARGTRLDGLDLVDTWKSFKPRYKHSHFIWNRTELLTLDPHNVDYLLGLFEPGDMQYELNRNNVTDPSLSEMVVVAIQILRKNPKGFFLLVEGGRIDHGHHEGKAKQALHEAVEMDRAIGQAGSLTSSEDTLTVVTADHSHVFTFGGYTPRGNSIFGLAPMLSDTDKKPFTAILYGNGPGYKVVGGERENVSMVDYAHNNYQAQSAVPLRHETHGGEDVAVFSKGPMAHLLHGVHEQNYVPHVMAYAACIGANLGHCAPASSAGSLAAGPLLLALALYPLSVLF
Efa HMGR inh = blocks class II HMG-CoA reductase of Enterococcus faecalis; purified E. faecalis HMGR, NADPH absorbance 340 nm kinetic; inhibition, % at 10 µM; hit rate 0.41% among 190,000;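 active = inhibition above a set limit, the median over all tested compounds plus 3 SD, cut at about 9.5% in these data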;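 note: enzyme runs in reverse so mevalonate oxidation gives rising NADPH absorbance; 0% = complete reaction with DMSO and 100% = background rate lacking mevalonate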
TNAP act hi DEA = increases human TNAP activity under high phosphate acceptor concentration; P05186; 200,000 tested, under 10 active; purified TNAP, CDP-star luminescence, 1 M DEA, 30 min; active compounds read high; 0 = EDTA background, 1 = DMSO-only activity; activation factor at 20 µM;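 active = activation factor at least 2 at 20 µM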
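Dosing: 20 µM single point. System: human TNAP. Amount: TNAP 1/800 final. Incubation: 30 min, room temperature. Read-out: TNAP activation factor scaled between EDTA and DMSO control wells. Signal: luminescence from CDP-star hydrolysis. Medium: 1 M DEA, pH 9.8, Mg2+, Zn2+. Control set: EDTA negative control, DMSO positive control.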
PPARg SRC-1 ag = promotes SRC-1 coactivator recruitment by human PPARgamma. PPARgamma-SRC-1 coactivator recruitment biochemical assay. activation, % at 8 µM. hit rate 0.41% among 200,000. P37231. AID 631; in the data active = activation above about 19%;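 note: 0% = DMSO and 100% = reference agonist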
bIAP inh = blocks bovine intestinal alkaline phosphatase activity | 190,000 tested, under 10 active | purified bovine IAP, CDP-star luminescence, 30 min | inhibition, % at 20 µM;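 active = over 50% inhibition of intestinal alkaline phosphatase at 20 µM in the single-dose screen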
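Incubation: 30 min reaction at room temperature / Material: purified bovine intestinal alkaline phosphatase (IAP) enzyme / Input: enzyme at 1/65,000,000 dilution / Dosing: 20 µM single dose / Signal: CDP-star luminescence signal / Reagent: CDP-star chemiluminescent phosphatase substrate, 30 µM final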
PPARg SRC-2 ag = promotes SRC-2 coactivator recruitment by human PPARgamma; P37231; PPARgamma LBD-SRC-2 recruitment, biochemical; activation, % at 8 µM; hit rate 0.34% among 200,000; AID 1032; in the data active = activation above about 22%;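 note: 0% = vehicle and 100% = reference agonist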
TNAP inh hiacc = blocks human TNAP under high phosphate acceptor concentration; P05186; purified TNAP, CDP-star luminescence, 1 M DEA; inhibition, % at 20 µM; hit rate 0.03% among 200,000;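 active = over 50% inhibition of tissue-nonspecific alkaline phosphatase at 20 µM in the single-dose screen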;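 note: plate controls were DMSO wells for no effect and EDTA-quenched wells as full inhibition for full effect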
Numbers without * were called inactive; / = not tested or not shown.

SMILES	PPARg SRC-3 ag	SRC2 TRFRET art	bIAP activator	TNAP inh no acc	Efa HMGR inh	TNAP act hi DEA	PPARg SRC-1 ag	bIAP inh	PPARg SRC-2 ag	TNAP inh hiacc
CCNC(=O)CN(CCc1ccccc1)S(=O)(=O)c1ccc(OC)cc1	-7	1558	1	-12	-6	1	-2	-2	3	-1
O=C(NCCOc1ccccc1F)c1cc(F)c(F)cc1Cl	0	1664	0.8	-34	-1	1.1	5	20	16	-6
C=CCn1c(NC)cc(=O)n(C)c1=O	-8	1593	1	0	-2	1.1	8	-1	4	-6
CCCCN(CC)CCNC(=O)c1cn(-c2ccc(Cl)cc2)c(=O)c2ccccc12	0	1474	1.1	-11	-3	1	-3	-8	-4	-4
O=C(O)Cc1sc(-c2ccccc2)nc1-c1cccs1	25*	2398*	1	-8	-2	1	29*	1	35*	-4
COc1ccc(C=O)cc1Cn1ccnc1C	0	1531	1	-4	2	1.1	2	-1	5	-11
O=C(Nc1cccc(C(F)(F)F)c1)Nc1ccc(N2CCCC2)c(S(=O)(=O)Nc2ccccc2Cl)c1	-2	1523	0.7	-20	1	1	-4	30	0	-4
S=C(NCc1ccc(Cl)cc1)NC12CC3CC(CC(C3)C1)C2	5	1423	0.7	-20	-3	1.1	5	32	0	-10
O=C(OCC(=O)c1cccs1)c1cccc(C(=O)OCC(=O)c2cccs2)n1	3	1551	1	-7	-2	1	5	-2	7	-5
O=C(N/N=C/c1cccc(O)c1)c1ccc(NC(=O)c2cccc([N+](=O)[O-])c2)cc1	4	1770	1	-1	-8	1	5	3	9	2
O=C(N/N=C/CCc1ccccc1)c1ccccc1	7	1506	1	-12	3	1.1	2	4	-2	-8
CCOC(=O)c1cc(CC)sc1NC(=O)c1cc(OCC)c(OCC)c(OCC)c1	6	1670	1	-9	-2	1	11	2	9	-3
Cc1oc(-c2ccc3ccccc3c2)nc1CN(C)C(C)c1ccncn1 (centres undefined)	5	1480	0.9	-10	-5	1.1	0	10	1	-6
Cc1ccc2c(NC(=O)C3CC3)cccc2n1	3	1759	1	-20	0	1.1	10	4	1	-12
COc1ccc(C(=O)NNC2CC(=O)N(Cc3ccccc3)C2=O)cc1OC (centres undefined)	1	1417	0.9	-14	-4	1.1	2	12	2	-6

Limited to Efa HMGR inh, TNAP inh hiacc and PPARg SRC-3 ag, for some of the entries so far:
SMILES	Efa HMGR inh	TNAP inh hiacc	PPARg SRC-3 ag
S=C(NCc1ccc(Cl)cc1)NC12CC3CC(CC(C3)C1)C2	-3	-10	5
O=C(N/N=C/CCc1ccccc1)c1ccccc1	3	-8	7

The list continues:
SMILES	PPARg SRC-3 ag	SRC2 TRFRET art	bIAP activator	TNAP inh no acc	Efa HMGR inh	TNAP act hi DEA	PPARg SRC-1 ag	bIAP inh	PPARg SRC-2 ag	TNAP inh hiacc
Cc1cccc(OCc2n[nH]c(=S)o2)c1C	-3	1507	1	-5	-1	1	-7	-2	-1	-1
COc1cc(C(=O)NNc2nc3cc4c(cc3s2)OCO4)cc(OC)c1OC	1	1507	0.8	-152	-5	1	7	24	7	-4
CCOc1ccc(-n2cc(C(=O)Nc3ccc(Cl)cn3)c3cc(OC)c(OC)cc3c2=O)cc1	-4	1616	1	-8	-7	1.1	1	1	4	-6
CCOc1ccc(-n2c(-c3ccccc3)nnc2-c2ccccc2)cc1	2	1781	0.9	-5	-5	1.1	1	6	3	-6
N/C(=N\c1nc2ccccc2o1)NC(=O)c1ccc(Cl)cc1	-1	1426	0.8	-3	2	1	0	15	-2	-1
CCOC(=O)CN(C(=O)CSc1nnc(CNc2ccc(F)cc2)n1CC)c1ccc(F)cc1	-5	1582	1	-9	0	1	-6	-1	6	-2
Cc1ccc(N(CC(O)CN2CCOCC2)S(=O)(=O)c2ccc3ccccc3c2)cc1 (centres undefined)	14	1707	1.1	-5	2	1	4	-6	5	-4
CCN(CC)S(=O)(=O)c1cccc(C(=O)N/N=C/c2ccc(OC)c(O)c2)c1	-2	1418	0.9	-20	-1	1	-5	8	-2	3
Cc1cc(C)nc(SCc2ccccc2C#N)n1	5	1892	0.9	-13	0	1.1	8	5	-1	-10
S=C1NCCOCCNC(=S)NCCOCCOCCOCCN1	0	1373	1	-4	1	1	-2	-2	-7	0
CC(C)OC(=O)c1c(F)c(F)c(N2CCOCC2)c(F)c1F	4	1698	1	-10	0	1.1	7	-3	12	-9
O=C(CSc1cc(Cl)ccc1Cl)NCC1CCCO1 (centres undefined)	4	1656	0.8	-12	-2	1	9	15	13	-3
CC1(C)CC2CC(C)(CN2C(=O)COC(=O)c2n[nH]c(=O)c3ccccc23)C1 (centres undefined)	-5	1642	0.9	-8	-6	1	6	9	4	4
Cc1ccc(S(=O)(=O)N(C)C)cc1NC(=O)CCNC(=O)c1ccccc1Cl	2	1631	1	-1	1	1	-3	4	-4	-3
Cc1ccc(S(=O)(=O)N2CC=C(c3c(C)n(C)c4ccccc34)CC2)cc1	2	1732	0.9	-15	2	1	0	12	5	-4
Cc1nnn(C23CC4CC(CC(CC(=O)Nc5ccc(C)c(C)c5)(C4)C2)C3)n1	0	1409	1	-21	3	1	-9	-3	-7	0
COc1ccc(C2NC(Cc3ccccc3)(C(=O)O)C3C(=O)N(c4ccccc4OC)C(=O)C23)cc1 (centres undefined)	-5	1513	1.3	-3	-1	1	9	-28	-3	-1
CCCCCn1c(=O)[nH]c2cc(C(=O)N3CCN(Cc4ccc5c(c4)OCO5)CC3)ccc2c1=O	6	1535	0.9	-5	-7	1	1	6	3	-1
Cc1ccc(NC(=O)C(C)Sc2nc(=O)cc(N)n2-c2ccccc2)cc1 (centres undefined)	0	1549	1.1	-10	2	1.1	5	-8	2	-8
O=C(CSc1ccccn1)c1ccc(F)cc1	0	1688	0.9	-8	1	1	5	7	5	-4
CCOc1cc(/C=N\NC(=O)Cn2nc([N+](=O)[O-])cc2C)ccc1OCc1cccc2ccccc12	15	1580	1	-7	-1	1	8	2	14	-1
O=C(Oc1cccc2cccnc12)c1ccc(Br)o1	-3	1365	0.9	0	2	1.1	5	12	-8	-6
COc1ccc(-c2cc(C(=O)NCCc3ccc(S(N)(=O)=O)cc3)c3ccccc3n2)cc1	0	1647	1.1	-9	1	1	2	-8	2	0
CCOC(=O)CSCc1nc(-c2ccc(Cl)cc2)oc1C	0	1605	0.8	-13	1	1.1	-1	15	3	-6
O=C(Cc1ccc(Cl)cc1)NCCS(=O)c1ccc(Cl)cc1 (centres undefined)	3	1593	0.9	-7	-9	1	3	9	6	-2
COc1cccc(C(=O)Nc2cc(S(=O)(=O)N3CCCCC3)ccc2OC)c1	1	1717	0.9	-12	4	1.1	3	10	17	-7
Cc1cc(C)cc(N(CCC(=O)Nc2nnc(C)s2)S(=O)(=O)c2ccc(Cl)cc2)c1	4	1763	0.9	-9	-7	1	5	6	1	-2
N/C(=N\OC(=O)C1CCCCC1)c1ccncc1	8	1586	1	-11	-1	1.1	5	2	-2	-6
N#C/C(=N\Nc1cccc2ccccc12)c1nnc2n1CCCCC2	3	1627	1	-4	-4	0.8	-8	4	-2	20
COc1ccccc1N(CC(=O)NC1CCCCC1)C(=O)CCC(=O)Nc1ccccn1	0	1599	1	-11	-5	1.1	3	4	8	-6
Cc1nc2ccccc2c2oc(C(=O)Nc3ccc(C(C)C)cc3)cc12	-2	1586	1.1	-3	0	1.1	4	-14	6	-6
CN(CCC#N)C(=O)CSc1nnc(-c2ccco2)n1N	1	1600	1.1	-12	-5	1.1	-5	-8	5	-7
CC(C)(C)C1CCC2(CC1)C(C#N)=C(SCC(=O)Nc1ccccc1)NC(=O)C2C#N (centres undefined)	2	1515	1.2	-11	-2	1	-4	-16	-3	-2
Cn1c(=O)n(C)c2cc(/C=N/NC(=O)c3cccc(Br)c3)ccc21	9	1459	0.9	-10	-5	1	-5	10	-4	-4
COc1ccc(OC)c(S(=O)(=O)N2CCC(C(=O)NCC3CCCO3)CC2)c1 (centres undefined)	4	1568	1	-15	1	1	0	5	4	-2
N#Cc1c(NC(=S)NC(=O)C2CCCC2)sc2c1CCCCC2	3	1475	0.9	8	1	1	13	9	-2	4
Cc1ccc(NC(=O)COC(=O)CCc2nc3ccccc3n2-c2ccccc2)c(C)c1	2	1636	1	-13	-2	1	-3	1	14	2
c1ccc(-n2ncc3c2ncn2nc(CSc4nc5ccccc5s4)nc32)cc1	/	/	0.9	-3	/	1	/	9	/	-1
COc1ccccc1C1=NC(c2ccc(F)cc2)N=C1C (centres undefined)	5	1434	1	-3	-2	1.1	2	2	0	-8
CCC(c1nnnn1Cc1cccs1)N1CCN(C2CCCC2)CC1 (centres undefined)	7	1444	1	-6	-4	1	-1	1	3	1
CCCCNc1nc2c(c(=O)n(C)c(=O)n2C)n1Cc1cccc(OC)c1	-5	1301	0.8	-10	-1	1	4	16	-1	-2
CNC(=O)c1c(Cl)cnn1-c1ccc(C)cc1	0	1461	1	-11	-2	1.1	8	1	-1	-9
COCCNC(=S)Nc1ccc2nsnc2c1	8	1817	1.4	-1	5	1	6	-35	4	0
O=C(NCc1ccccc1)c1ccc(S(=O)(=O)C(F)F)cc1	-17	1517	0.7	-14	-4	1.1	-6	34	-7	-5
Cc1cc(C)cc(NC(=O)NN2C(C)CCCC2C)c1 (centres undefined)	-2	1572	1.1	-8	-2	1	7	-10	4	-2
O=C(CSc1ccc(-c2ccc(Cl)cc2)nn1)N1CCCc2ccccc21	0	1562	1	5	0	1	0	-5	-1	3
CCOC(=O)C1(CC2CC2)CCN(Cc2cnc(N(C)C)s2)CC1	0	1399	1.1	6	-2	1	-3	-14	-3	2
CC(N=C1NS(=O)(=O)c2ccccc21)C(=O)N1CCc2ccccc2C1 (centres undefined)	5	1663	1	-12	4	1	12	-1	9	-1
CCOC(=O)C(=Cc1cn(C)c2ccc(S(=O)(=O)N(C)C)cc12)C(=O)OCC	7	1591	1	-11	0	1.1	0	1	3	-6
Cc1nc2c(C)cccc2cc1C(=O)N/N=C/c1ccc(C(=O)O)cc1	0	1549	1.3	-6	0	1	2	-31	0	-3
O=C(Cn1cnc2ccc(Cl)cc2c1=O)c1cccs1	-5	1410	1	-10	-4	1	-3	3	3	-3
Cc1cc(C)c2nc(NC(=O)c3cc(C)on3)sc2c1	7	1542	1	-17	-2	1	0	1	7	-3
O=C(NC1CCCCCC1)c1cc(-c2ccccn2)nc2ccccc12	7	1595	1.3	3	2	1	11	-32	3	-2
COc1cc(C(=O)Nc2c(C)cc(C)cc2C)c([N+](=O)[O-])cc1OC	-1	1459	1.1	-11	5	1	4	-5	-1	-3
Cc1noc(C)c1COC(=O)Cc1ccc(Cl)cc1	-10	1390	0.9	-8	-1	1	0	10	3	-2
CC(C)(C)[C@]1(O)CCN2C[C@H]3c4ccccc4CCc4cccc(c43)[C@@H]2C1	-2	1571	0.9	-5	-7	1	5	11	5	-1

Ordered by the number under bIAP activator (ascending): three of the compounds above.
SMILES | PPARg SRC-3 ag | bIAP activator | TNAP inh no acc | Efa HMGR inh | TNAP act hi DEA | PPARg SRC-1 ag | bIAP inh | PPARg SRC-2 ag | TNAP inh hiacc
CC(C)(C)[C@]1(O)CCN2C[C@H]3c4ccccc4CCc4cccc(c43)[C@@H]2C1 | -2 | 0.9 | -5 | -7 | 1 | 5 | 11 | 5 | -1
O=C(CSc1ccc(-c2ccc(Cl)cc2)nn1)N1CCCc2ccccc21 | 0 | 1 | 5 | 0 | 1 | 0 | -5 | -1 | 3
COc1cc(C(=O)Nc2c(C)cc(C)cc2C)c([N+](=O)[O-])cc1OC | -1 | 1.1 | -11 | 5 | 1 | 4 | -5 | -1 | -3
